# Bioassay records (PubChem BioAssay)
# TR SRC2 fluor cs – Texas Red fluorescence interference in TRb-SRC2 counter-screen | TRb/SRC2 Texas Red total fluorescence interference | Potency, µM (top dose mostly 106 µM), without a hit: at the top dose fluorescence change, negative = quenching | 0.29% of 280,000 active; active means well fitted curve in either direction with a large enough effect; inconclusive means small, poorly fitted or top-dose-only effect
#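 Flags fluorescent or light-absorbing compounds by total fluorescence, S + 2P, at 555 nm excitation and 632 nm emission. Mixture: 20 nM Texas Red SRC2 peptide, 0.6 uM human TRb LBD, 1 uM T3, 5% DMSO; compound exposure 5 h at ambient temperature.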
# L3MBTL1 block – blocks human L3MBTL1; Q9Y468; AlphaScreen L3MBTL1–H3K9me1 peptide binding; Potency, µM (titrated, usually from 57.1 µM), without a hit: top-dose activity, negative = inhibition, hits mostly inhibitors; 0.66% of 230,000 active; AID 485360; further: nearly all actives have a fitted effect of over 60% in size
#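 First, the protein-peptide complex forms for 30 min at room temperature (L3MBTL1 50 nM, biotinylated H3K9me1 peptide 75 nM). Next, compounds are pin-transferred and incubated 30 min. Finally, AlphaScreen beads are added and read after 30 min.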
# GLA spleen mod – alpha-galactosidase A (human) modulation; AID 2107; 0.008% of 240,000 active; human spleen homogenate, 4MU-alpha-Gal fluorescence, 40 min; Potency, µM (titrated, usually from 80 µM), for the others: at the top dose activity change, negative = inhibition, usual class: inhibitors; P06280;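 further: 0% = enzyme with vehicle and -100% = no enzyme basal signal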
# Target sequence (P06280 32-429 limits assumed): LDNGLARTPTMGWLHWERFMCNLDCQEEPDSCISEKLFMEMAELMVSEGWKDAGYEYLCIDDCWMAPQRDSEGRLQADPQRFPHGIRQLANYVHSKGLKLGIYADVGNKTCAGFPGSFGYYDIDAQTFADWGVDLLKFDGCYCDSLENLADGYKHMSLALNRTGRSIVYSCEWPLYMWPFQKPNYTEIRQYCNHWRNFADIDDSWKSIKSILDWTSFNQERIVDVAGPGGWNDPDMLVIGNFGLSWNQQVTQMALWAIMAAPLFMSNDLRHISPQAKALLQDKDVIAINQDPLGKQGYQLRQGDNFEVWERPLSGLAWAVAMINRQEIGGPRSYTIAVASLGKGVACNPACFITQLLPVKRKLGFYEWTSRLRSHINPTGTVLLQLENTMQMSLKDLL
#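 Fluorogenic readout (Ex 365/Em 440 nm) of 4-methylumbelliferone released from 1 mM 4-MU-alpha-galactoside by spleen homogenate, 40 min at 37C, pH 5.0. Data normalized to no-enzyme and enzyme controls; Hill-equation AC50 from compound titrations.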
# Tau fluor counter – counter-screen for tau fibril formation inhibitors | tau K18 P301L Alexa594 fluorescence, heparin fibrillization | Potency, µM (series often up to 57.7 µM), without a hit: at the top dose activity change, negative = decrease | 0.93% of 280,000 active; further: nearly all actives have a fitted effect of over 55% in size
#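 Human K18 P301L tau (15 uM unlabeled plus 0.24 uM Alexa 594-labeled, final) in 100 mM sodium acetate pH 7 was mixed with compound and 20 uM heparin and incubated 6 hr at 37 C.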
# TRb SRC2 PPI – disrupts binding of human TR beta to SRC2; 0.065% of 280,000 active; TRbeta-SRC2 peptide binding, fluorescence polarization; receptor liganded with 1 µM T3; P10828; Potency, µM (highest dose often 106 µM), for the others: at the top dose activity change, negative = inhibition, usual class: inhibitors;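 further: plate controls were bound peptide for no effect and peptide without receptor for full effect; nearly all actives have a fitted effect of over 50% in size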
#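 Binding of a 20-amino-acid Texas Red SRC2 peptide (20 nM) to TRb ligand-binding domain (0.6 uM) with agonist T3 at 1 uM was followed by fluorescence polarization after a 5 hr room-temperature incubation.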
# Tau fibril FP – inhibitors of human tau fibril formation; K18 P301L tau heparin fibrillization, Alexa594 FP, 6 h; Potency, µM (series often up to 57.7 µM), for the others: at the top dose activity, negative = inhibition, hits mostly inhibitors; 0.39% of 280,000 active; further: nearly all actives have a fitted effect of over 55% in size
# Target sequence (P10636 561-689 P618L limits assumed): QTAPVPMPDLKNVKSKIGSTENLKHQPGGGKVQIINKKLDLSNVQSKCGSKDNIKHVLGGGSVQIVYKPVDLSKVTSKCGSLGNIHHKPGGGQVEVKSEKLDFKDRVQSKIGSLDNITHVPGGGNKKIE
#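 FP of Alexa 594-tau after heparin (20 uM) induction. Substrate: human K18 P301L, 15 uM unlabeled, 0.24 uM labeled. Buffer 100 mM sodium acetate pH 7. 6 hr, 37 C.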
# Tau ThT inhib – inhibitors of human tau fibril formation, thioflavin T binding; P10636; recombinant tau K18 P301L (four-repeat tau fragment), heparin-induced fibrillization, ThT fluorescence; Potency, µM (doses to about 57.4 µM), without a hit: top-dose activity, negative = inhibition, most hits filed as inhibitors; 2.1% of 270,000 active; AID 1460; further: nearly all actives have a fitted effect of over 55% in size
#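 In this qHTS, human K18 P301L tau is incubated with compound and heparin for 6 hr at 37 C, and Thioflavin T fluorescence then reports fibril load.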
# ALDH1A1 inh – inhibitors of human aldehyde dehydrogenase 1A1. P00352. Purified ALDH1A1, NADH fluorescence, propionaldehyde substrate. Potency, µM (highest dose often 75.3 µM), for the others: top-dose activity, negative = inhibition, usual class: inhibitors. 7.3% of 220,000 active. AID 1030; active means well fitted inhibition curve with a large enough effect, not every such curve was filed as active; inconclusive means small, poorly fitted or top-dose-only effect, or another doubt; inactive means no such curve, though single readings can be large or run the other way;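 further: plate controls were no enzyme wells and a reference inhibitor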
# Target sequence (P00352 whole entry, looked up): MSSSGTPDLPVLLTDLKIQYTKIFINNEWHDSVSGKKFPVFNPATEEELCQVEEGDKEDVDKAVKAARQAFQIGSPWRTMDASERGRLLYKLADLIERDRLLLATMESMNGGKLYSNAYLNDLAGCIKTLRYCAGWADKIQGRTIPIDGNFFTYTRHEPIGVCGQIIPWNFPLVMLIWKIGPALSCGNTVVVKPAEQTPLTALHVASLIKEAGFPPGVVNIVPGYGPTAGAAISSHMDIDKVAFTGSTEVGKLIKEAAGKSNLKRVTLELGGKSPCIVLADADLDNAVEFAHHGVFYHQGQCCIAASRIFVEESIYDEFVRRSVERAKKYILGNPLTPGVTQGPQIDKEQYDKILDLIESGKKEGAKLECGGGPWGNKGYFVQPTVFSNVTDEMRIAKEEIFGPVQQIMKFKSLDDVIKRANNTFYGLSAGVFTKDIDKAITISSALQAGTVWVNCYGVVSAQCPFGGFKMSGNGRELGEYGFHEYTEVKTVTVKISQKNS
# * marks the source's active call; other numbers are inactive results; ? = inconclusive; · = not tested or not shown; & = joins results of further samples; [ ] = remark or other dose. Unless noted, the call rests on the fitted dose curve; in most records, active means well fitted curve in the direction sought with a large enough effect; inconclusive means small, poorly fitted or top-dose-only effect, or another doubt; inactive means no such curve, though single readings can be large; an effect the other way counts as inactive or inconclusive. Unless noted, on the % scale 0 is the no-effect control and ±100 the full control effect; potency means the concentration at half of the fitted maximal effect.
# Results follow in this order: TR SRC2 fluor cs | L3MBTL1 block | GLA spleen mod | Tau fluor counter | TRb SRC2 PPI | Tau fibril FP | Tau ThT inhib | ALDH1A1 inh
- CCN(CC)C(=O)C1=C(C)Nc2nc3ccccc3n2C1c1ccccc1F (stereo unspecified)
 : 6% | · | · | -22% | -13% | 7% | -4% | ·
- CCn1c(=NC(=O)CSC(C)=O)sc2cc(OC)ccc21
 : -5% | -9% | -2% | -6% | -4% | 7% | -12% | ?
- CC1CCC(NCc2ccco2)CC1 (stereo unspecified)
 : -5% | · | 7% | 10% | -5% | 8% | -1% | 11%
- CCN(CC)S(=O)(=O)c1ccc(Oc2ccccc2)cc1
 : -2% | · | 8% | -14% | 0% | 9% | -15% | 3%
- CC(=O)N=c1sc(C(C)(C)C)c(C)n1C
 : 1% | 9% | 2% | 2% | 6% | 6% | 5% | 3%
- Cc1ccc(S(=O)(=O)N/N=C2/CC(=O)CC(C)(C)C2)cc1[N+](=O)[O-]
 : -4% | · | 1% | 0% | -6% | 9% | -2% | ·
- O=C1N(Cc2ccccc2F)c2ccccc2C12OCCCO2
 : -7% | 6% | 1% | -11% | 4% | -5% | -6% | 22µM*
- CCc1ccc(CNC(=O)CCN2C(=O)COc3ccccc32)cc1
 : -1% | · | · | -14% | -8% | 1% | -4% | ·
- NS(=O)(=O)c1ccc(NC(=O)C2COc3ccccc3O2)cc1 (stereo unspecified)
 : -10% | · | 10% | -12% | 5% | -13% | -7% | 11%
- Cc1ccc(C)n1-c1cccc(N)c1
 : 5% | 2% | 0% | ? | -2% | -11% | 16µM* | ?

# Three structures already listed, ordered by molar mass, highest first.
# Results follow in this order: TR SRC2 fluor cs | L3MBTL1 block | GLA spleen mod | Tau fluor counter | TRb SRC2 PPI | Tau fibril FP | Tau ThT inhib | ALDH1A1 inh
- Cc1ccc(S(=O)(=O)N/N=C2/CC(=O)CC(C)(C)C2)cc1[N+](=O)[O-]
 : -4% | · | 1% | 0% | -6% | 9% | -2% | ·
- O=C1N(Cc2ccccc2F)c2ccccc2C12OCCCO2
 : -7% | 6% | 1% | -11% | 4% | -5% | -6% | 22µM*
- CCN(CC)S(=O)(=O)c1ccc(Oc2ccccc2)cc1
 : -2% | · | 8% | -14% | 0% | 9% | -15% | 3%

# Returning to the listing with the 4 entries that preceded the break.
# Results follow in this order: TR SRC2 fluor cs | L3MBTL1 block | GLA spleen mod | Tau fluor counter | TRb SRC2 PPI | Tau fibril FP | Tau ThT inhib | ALDH1A1 inh
- O=C1N(Cc2ccccc2F)c2ccccc2C12OCCCO2
 : -7% | 6% | 1% | -11% | 4% | -5% | -6% | 22µM*
- CCc1ccc(CNC(=O)CCN2C(=O)COc3ccccc32)cc1
 : -1% | · | · | -14% | -8% | 1% | -4% | ·
- NS(=O)(=O)c1ccc(NC(=O)C2COc3ccccc3O2)cc1 (stereo unspecified)
 : -10% | · | 10% | -12% | 5% | -13% | -7% | 11%
- Cc1ccc(C)n1-c1cccc(N)c1
 : 5% | 2% | 0% | ? | -2% | -11% | 16µM* | ?
- O=C(/C=C/c1ccccc1)N/C(=C\c1ccco1)C(=O)O
 : -3% | -13% | 3% | -5% | -6% | -9% | -7% | -4%
- CNC(=O)CC12CC3CC(CC(C3)C1)C2
 : -3% | · | -9% | -3% | 0% | 6% | -7% | 17%
- COC(=O)c1nnn(CC(=O)NC(=O)Nc2cccc(C)c2C)c1C(=O)OC
 : -2%&2% | -1% | -2% | -9%&-13% | -2%&6% | -4%&-12% | 1%&-7% | 4%
- Oc1cccc2ccc(/C=C/c3c(F)cccc3Cl)nc12
 : -2% | -10% | 3% | ? | 3% | -10% | ? | -4%
- Cc1ccsc1/C=N/N1CCOCC1
 : -1% | -6% | 1% | 2% | -6% | -2% | 2% | 2%
- Cc1ccc(S(=O)(=O)Nc2nc3ccccc3s2)cc1[N+](=O)[O-]
 : -2% | -2% | -6% | -10% | 7% | -3% | -21% | ?
- COc1ccc(-c2cc3nnc(-c4ccccc4)nc3s2)cc1
 : 3% | -6% | -4% | -2% | -13% | 4% | ? | -9%
- CSc1ccc(CCNC(=O)c2ccc3c(c2)c(C)c(C)n3Cc2ccc(F)cc2)cc1
 : 0% | · | · | -20% | 2% | 5% | -2% | ·
- COc1ccc(/C=N/NC(=O)c2ccc(Cn3cc([N+](=O)[O-])cn3)o2)c(OC)c1C
 : -2% | 7% | 9% | -12% | -4% | -18% | -3% | 14%
- N#CC(c1nc2ccccc2nc1N1CCCC1)S(=O)(=O)c1cccs1 (stereo unspecified)
 : 2% | -21% | 3% | -17% | -4% | -4% | ? | ?

# 2 compounds drawn at random from the list so far, as already listed:
# Results follow in this order: TR SRC2 fluor cs | L3MBTL1 block | GLA spleen mod | Tau fluor counter | TRb SRC2 PPI | Tau fibril FP | Tau ThT inhib | ALDH1A1 inh
- CC1CCC(NCc2ccco2)CC1 (stereo unspecified)
 : -5% | · | 7% | 10% | -5% | 8% | -1% | 11%
- CSc1ccc(CCNC(=O)c2ccc3c(c2)c(C)c(C)n3Cc2ccc(F)cc2)cc1
 : 0% | · | · | -20% | 2% | 5% | -2% | ·

# Next section
canonical_smiles | TR SRC2 fluor cs | L3MBTL1 block | GLA spleen mod | Tau fluor counter | TRb SRC2 PPI | Tau fibril FP | Tau ThT inhib | ALDH1A1 inh
CCOC(=O)c1ccc(N2C(=O)CC(SCC(=O)Nc3ccc(S(N)(=O)=O)cc3)C2=O)cc1 (stereo unspecified) | 0% | · | -1% | -4% | 6% | -9% | ? | 1.6µM*
CCS(=O)(=O)N1Cc2ccccc2CC1C(=O)OCC(=O)Nc1ccc(C)cc1 (stereo unspecified) | · | -24% | 1% | -11% | · | 4% | 1% | ?
COc1ccc(C(=O)Nn2c(SCC(=O)NCc3ccccc3)nc3ccccc3c2=O)cc1 | -3% | · | -2% | -17% | 1% | 8% | 5% | ?
COc1cc(/C=C2/NC(=O)N(Cc3ccccc3F)C2=O)ccc1Oc1ccc([N+](=O)[O-])cn1 | 1% | 4% | -2% | -16% | 1% | -8% | 8% | 0.22µM*
N#Cc1ccc(COC(=O)c2cc(=O)c3ccccc3o2)cc1 | -1% | -6% | -3% | -7% | -2% | 2% | -8% | 1%
CC(C)N(C(=O)Cn1cc(S(=O)(=O)CC(=O)NC2CCCCC2)c2ccccc21)C(C)C | -1% | · | -1% | -7% | 2% | 1% | 0% | -4%
O=C(OCc1ccc(Cl)cc1)c1cnccn1 | 0% | · | 7% | -4% | -9% | -7% | -6% | -1%
CCCc1nc2ccccc2c(=O)n1/N=C/c1ccc(O)cc1O | 0% | -7% | 1% | ? | 19% | 9% | -9% | ?
CCCn1c(=O)c2[nH]c(-c3ccc(OCC(=O)Nc4ccc(C#N)cc4)cc3)nc2n(CCC)c1=O | ? | 0% | -6%&8% | -5% | 4%&5% | -2% | -10% | -3%
Cc1ccc(C(=O)O)cc1 | -1% | · | 7% | · | 0% | · | · | ?
Cc1ccc(S(=O)(=O)NCCc2cn3ccsc3n2)c(C)c1 | 0% | · | · | -6% | -3% | -2% | -2% | ·
COc1ccc(C(CNC(=O)c2cccnc2SC)N2CCOCC2)cc1 (stereo unspecified) | 1% | 0% | 1% | 2% | -6% | 1% | 3% | 18%
Cc1cc(C(=O)NCCc2ccc(Cl)cc2)n(-c2ccccc2)n1 | -4% | · | 1% | -6% | 0% | -1% | · | ·
CCCCN(C(=O)c1ccc(Cl)c(S(=O)(=O)N2CCOCC2)c1)c1c(N)n(CCC)c(=O)[nH]c1=O | -1% | · | -3% | 25% | 7% | 9% | 21% | ·
CCn1cc(C(=O)N2CC(C)CC(C)C2)c(=O)c2cc(S(=O)(=O)N3CCOCC3)ccc21 (stereo unspecified) | 0% | 3% | 6% | -5% | 8% | 3% | -12% | 0%
CCC(=O)Nc1ccc(NC(=S)Nc2ccccc2)cc1 | -6% | 8% | 4% | -13% | -5% | 3% | -15% | ?
CC(=O)c1c(C)oc2ccc(N(C(C)=O)S(=O)(=O)c3cccc([N+](=O)[O-])c3)cc12 | 0% | · | -1% | -17% | -7% | 9% | -19% | -6%
CN(Cc1ccc(-n2cccn2)cc1)C(=O)c1cnn2c1NC(c1ccco1)CC2C(F)(F)F (stereo unspecified) | 1% | -26% | 8% | 5% | 4% | 0% | 6% | 7.9µM*
CCN1C(=O)N[C@@H](CCc2ccccc2)[C@@H](C(=O)OC)[C@H]1C | -3%[11.2 µM] | · | 5%[17.5 µM] | -12%[11.6 µM] | -6%[11.2 µM] | -5%[11.6 µM] | -6%[11.5 µM] | 10%[13.5 µM]
O=C(/C=C/c1ccco1)NC(=S)Nc1nc(-c2ccc3ccccc3c2)cs1 | -4% | -7% | 0% | -27% | 3% | -2% | ? | -8%
Cc1cc(NC(=O)CSc2nnc(-c3ccco3)n2CC2CCCO2)no1 (stereo unspecified) | -1% | 1% | 7% | 0% | -2% | -7% | 0% | -3%
COc1cccc(OC)c1C(=O)NCCN1CCN(C(=O)c2c(OC)cccc2OC)CC1 | 0% | · | -4% | -1% | -2% | 1% | -9% | -5%
CC(=O)c1ccc(Nc2cc(C)nc3c(C)cccc23)cc1 | -3% | 5% | -4% | -48% | 1% | -49% | 0% | -2%
CCOC(=O)NC(=S)Nc1cccc(NC(=S)NC(=O)OCC)c1 | -2% | 2% | 0% | -1% | -2% | -14% | -2% | 6%
COc1cc(S(=O)(=O)N(Cc2ccccn2)Cc2ccco2)ccc1-n1cnnn1 | 0% | -7% | 5% | -2% | -11% | 5% | -11% | 8%
Cc1ccc(-n2cccn2)c([C@@H]2C[C@H]3CN(C)C(=O)[C@]34CCCN24)c1 | -1% | 2% | 3% | 4% | 0% | 2% | 1% | 8%
O=[N+]([O-])c1ccc(N2CCN(C(=S)Nc3cccc(F)c3)CC2)cc1 | -4% | -20% | -2% | ? | -2% | -7% | 16µM* | 14µM*
